# GAA glycogen mod – qHTS Assay for Inhibitors and Activators of Human alpha-Glucosidase Cleavage of Glycogen | AID 2100, 2009 | Potency, µM (doses to about 76.4 µM), for inactives: at the top dose activity change, negative = inhibition, usual class: inhibitors | recombinant GAA, glycogen substrate, Amplex Red glucose oxidase fluorescence | 0.38% of 300,000 active;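 also: 0% = full enzyme reaction and -100% = no-enzyme basal signal; the screen sought inhibitors and activators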
#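 Recombinant enzyme (4 nM final) with compounds titrated up to 77 uM and bovine liver glycogen (30 ug) in citrate pH 5.0, 0.01% Tween-20, 37 C 40 min. Released glucose detected by Amplex Red/glucose oxidase (Ex 573/Em 610); AC50 from Hill fits.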
# RGS12 GoLoco inh – qHTS Assay for Inhibitors of RGS12 GoLoco Motif Activity (Red Fluorophore); Gai1:RGS12 GoLoco peptide FP, rhodamine, 10 min; Guanine nucleotide-binding protein G(i) subunit alpha-1 (Homo sapiens), P63096; 0.44% of 230,000 active; Potency, µM (series often up to 61.6 µM), inactives show at the top dose activity, negative = inhibition, actives largely listed as inhibitors; AID 880, 2007; active = well fitted inhibition curve with a large enough effect, not every such curve was filed as active; inactive = no such curve, though single readings can be large or run the other way; also: % is scaled to controls: 0 for no effect and ±100 for the full control effect; nearly all actives have a fitted effect of over 30% in size; many of its hits are not listed in these tables
# Target sequence (P63096 whole entry, looked up): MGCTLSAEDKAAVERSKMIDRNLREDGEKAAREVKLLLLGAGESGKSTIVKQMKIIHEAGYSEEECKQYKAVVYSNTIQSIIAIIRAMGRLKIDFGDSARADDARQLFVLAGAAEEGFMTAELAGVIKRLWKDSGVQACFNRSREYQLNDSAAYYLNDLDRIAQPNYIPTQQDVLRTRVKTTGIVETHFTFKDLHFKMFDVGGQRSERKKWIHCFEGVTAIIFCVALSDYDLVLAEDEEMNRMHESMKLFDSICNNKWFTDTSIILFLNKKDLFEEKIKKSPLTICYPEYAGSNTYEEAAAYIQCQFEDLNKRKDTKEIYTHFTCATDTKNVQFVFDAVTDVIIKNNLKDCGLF
# GAA inh – qHTS Assay for Inhibitors of Human alpha-Glucosidase as a Potential Chaperone Treatment of Pompe Disease. Lysosomal alpha-glucosidase (Homo sapiens), P10253. purified human GAA, 4-MU-alpha-glucoside fluorescence. Potency, µM (titrated, usually from 76.9 µM), inactives show at the highest dose activity change, negative = inhibition, hits mostly inhibitors. 0.005% of 200,000 active;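 also: plate controls were uninhibited enzyme wells for no effect and no-enzyme background for full effect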
#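 Read-out is 4-methylumbelliferone fluorescence (Ex 365/Em 440 nm) after NaOH/glycine stop at pH 10. Enzyme 4 nM, substrate 400 uM, pH 5.0 citrate buffer, 20 min room temperature; AC50 from Hill-equation concentration-response.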
# IMPase Li cell – qHTS Assay for Identifying the Cell-Membrane Permeable IMPase Inhibitors: Potentiation with Lithium; CHO-M1 cells, IP1 TR-FRET (IP-One), carbachol + lithium; Potency, µM (titrated, usually from 59.4 µM), for the others: at the highest dose activity, negative = IMPase inhibition, most hits filed as inhibitors; 0.35% of 210,000 active;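 also: IP1 builds up when IMPase is blocked and the TR-FRET signal falls; plate controls were basal vehicle for no effect and high inhibitor control for full effect; nearly all actives have a fitted effect of over 50% in size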
#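 Lithium-sensitised IP1 accumulation assay; M1-expressing CHO cells treated 30 min at 37C with compound. Competitive antibody detection by time-resolved FRET followed a 10 min room-temperature lysis step.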
# HTT ATP protect – qHTS Multiplex Assay to Identify Dual Action Probes in a Cell Model of Huntington: Cytoprotection (ATP); PC12 HTT-Q103 induced, cytoprotection, ATP luminescence, 40 h; Potency, µM (series often up to 56.4 µM), for inactives: cytoprotection (ATP increase), actives largely listed as activators; 0.14% of 230,000 active; AID 1471, 2008;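 also: % of control where 0% means no effect; nearly all actives have a fitted effect of over 45% in size; toxic huntingtin expression switched on by the ecdysone agonist tebufenozide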
#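 Cells were plated at 1500 per well in phenol red-free DMEM with 5% equine and 5% calf serum. Tebufenozide (100 nM final) and compounds were added, then ATPlite reagent, and luminescence was read.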
# GAA spleen mod – qHTS Assay for Inhibitors and Activators of Human alpha-Glucosidase From Spleen Homogenate. Potency, µM (series often up to 79.9 µM), inactives show at the top dose activity change, negative = inhibition, hits mostly inhibitors. 0.006% of 240,000 active. human spleen homogenate, 4-MU-alpha-glucoside fluorescence. Lysosomal alpha-glucosidase (Homo sapiens), P10253. AID 2112, 2009;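 also: 0% = enzyme with vehicle and -100% = no enzyme basal signal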
#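 Enzyme source: human spleen homogenate, 1 ug/well. Buffer 50 mM citric acid/K phosphate pH 5.0, 0.01% Tween-20. 4-MU-alpha-glucoside 1 mM; 37 C x 40 min; NaOH/glycine stop; fluorescence.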
# HTT aggregate – qHTS Multiplex Assay to Identify Dual Action Probes in a Cell Model of Huntington: Aggregate Formation (GFP) | PC12 HttQ103-GFP aggregates, Acumen cytometry, 40 h | Potency, µM (highest dose often 46.1 µM), for inactives: at the top dose activity change, negative = inhibition, most hits filed as inhibitors | 1.1% of 220,000 active | AID 1688, 2009; also: % is scaled to controls: 0 for no effect and ±100 for the full control effect; nearly all actives have a fitted effect of over 60% in size
#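 PC12/HTTQ103-GFP, ecdysone-inducible; teb 100 nM; cpd qHTS titration; GFP aggregates read on laser cytometer, Ex 488/Em 500-530 nm.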
# * hit, by the source's call; ? = inconclusive; · = no result given; & = joins results of further samples; [ ] = remark or other dose. Unless noted, calls follow the shape of the dose curve; as a rule, active = well fitted curve in the direction sought with a large enough effect; inconclusive = small, poorly fitted or top-dose-only effect, or another doubt; inactive = no such curve, though single readings can be large; an effect the other way counts as inactive or inconclusive. Potency is read from the fitted curve at half-maximal effect. Not all compounds are listed. The share of hits here may be higher or lower than overall.
SMILES,GAA glycogen mod,RGS12 GoLoco inh,GAA inh,IMPase Li cell,HTT ATP protect,GAA spleen mod,HTT aggregate
Cc1ccc(CCNC(=O)CN2CCN(Cc3ccccc3F)C2=O)cc1,-4.5%,-16.9%,-0.5%,-17.2%[38.3 µM],-4.7%,-12.1%,3.9%[9.22 µM]
O=C(/C=C/c1ccco1)c1ccc(NC(=O)C23CC4CC(CC(C4)C2)C3)cc1,9.9%,50.3%[activator],-10.0%,13.9%,-17.0%[10 µM],3.5%,14.5%
Cc1cccc(C)c1NC(=O)CSc1nnnn1-c1ccc(C(=O)O)cc1,3.0%,-3.3%,?,-5.3%[38.3 µM],-21.7%,-0.8%,4.7%
CNC(=S)N/N=C/c1ccco1,-19.1%,13.9%,·,·,7.6%[10 µM],-4.5%,1.4%[9.22 µM]
CC(Sc1nnc(-c2cccnc2)n1-c1ccccc1)C(=O)NCc1ccc2c(c1)OCO2 (centres undefined),2.8%,1.6%,-6.1%,20.2%[38.3 µM],-19.3%,3.1%,5.6%
Cc1ccnc(N2CCC(C(=O)NNC(=O)c3ccccc3)CC2)n1,15.2%,6.1%,-2.6%,-7.5%[38.3 µM],10.6%,-3.2%,-1.4%
C=CCN=C1SC(CC)C(=O)N1S(=O)(=O)c1ccc(C)cc1 (centres undefined),3.6%,-7.3%,-2.9%,29.1%[38.3 µM],14.2%,-3.1%,-17.3%
COCCNC(=S)NNC(=O)c1ccc(-n2cnnn2)cc1,?,1.6%,-6.1%,6.4%,4.3%[10 µM],0.4%,?
Cc1ccnc(NS(=O)(=O)c2ccc(NC(=O)c3ccc(S(=O)(=O)N4CCOCC4)cc3)cc2)n1,8.9%,7.0%,-3.1%,8.1%,20.9%[10 µM],-10.7%,-14.5%
COc1cccc(C2(O)CC(C(F)(F)F)=NN2C(=O)c2ccccn2)c1 (centres undefined),-10.1%,19.1%,5.1%,4.5%,-1.8%[10 µM],-2.9%,-22.6%[9.22 µM]
COC(=O)c1ccc(C)c(NS(=O)(=O)c2ccc(OC)c(OC)c2)c1,14.3%,7.2%,-11.4%,2.4%[38.3 µM],3.3%,-1.5%,-9.7%
CC(OC(=O)c1cc(Cl)ccc1[N+](=O)[O-])C(=O)NC(C)c1ccc(F)cc1 (centres undefined),7.4%,-16.2%,-2.2%,14.1%,5.4%[1.9 µM],-6.1%,4.1%
O=C(Nc1ccc(-c2cn3c(n2)SCC3)cc1)c1ccc2c(c1)OCO2,6.6%,15.7%,-2.1%,-5.4%,·,2.6%,25.5%
N#CC1=C(N)N(c2ccc(Cl)c(Cl)c2)C(=O)C1,-16.0%,9.7%,7.9%,7.9%,27.7%[10 µM],-2.0%,12.9%
COc1ccc(CCNc2ccc(S(=O)(=O)N3CCCC3)cc2[N+](=O)[O-])cc1,-0.4%,-3.5%,3.3%,5.9%,0.7%[10 µM],-4.4%,-24.1%
Cc1cc2cc3c(cc2nc1SCC(=O)N1CCN(C(=O)c2ccco2)CC1)OCO3,1.0%,-0.8%,?,20.7%[38.3 µM],0.2%[10 µM],0.0%,7.9%
Cc1ccc([N+](=O)[O-])c2cccnc12,-1.5%,-1.1%,6.4%,-8.9%[38.3 µM],-7.5%,-4.3%,4.8%
COc1ccc(OCC(=O)N2CCN(C(=O)Cc3ccccc3)CC2)cc1,3.1%,-10.1%,4.7%,1.0%,28.4%[10 µM],4.2%,-10.0%
COCCCn1[nH]c2c3c(ccc2c1=O)C(=O)c1ccccc1C3=O,1.1%,7.9%,-4.4%,66.9%[activator][38.3 µM],-44.7%[inhibitor],3.3%,?
CC(O)C(=O)NCCOCCOCCNC(=O)C(C)O (centres undefined),8.2%,7.2%,8.2%,0.1%[38.3 µM],-15.0%,-2.5%,15.6%
COc1ccccc1CNC(=O)c1cccc(-c2ccc(C)c3ccccc23)n1,-7.1%,1.5%[88.7 µM],-0.7%[15.4 µM],11.7%&11.4%,-228.3%[inhibitor],-11.7%[119 µM],?
S=C1SCN(CCN2CCOCC2)CN1Cc1ccccc1,3.0%,8.7%,7.3%,0.4%[38.3 µM],-11.5%,-3.0%,15.3%
Oc1ccc2ccccc2c1N=Nc1ccccc1F,-9.5%,45.6%[activator],·,·,3.9%[10 µM],2.5%,3.8%[9.22 µM]
CCN(CC)CC[n+]1ccc2c(C)c3[nH]c4ccc(O)cc4c3c(C)c2c1,·,-0.1%[14.2 µM],·,37.1%[activator],-45.0%[inhibitor][10 µM],·,·

# Grouped by structure: the entries above with fluorine
SMILES,GAA glycogen mod,RGS12 GoLoco inh,GAA inh,IMPase Li cell,HTT ATP protect,GAA spleen mod,HTT aggregate
Cc1ccc(CCNC(=O)CN2CCN(Cc3ccccc3F)C2=O)cc1,-4.5%,-16.9%,-0.5%,-17.2%[38.3 µM],-4.7%,-12.1%,3.9%[9.22 µM]
COc1cccc(C2(O)CC(C(F)(F)F)=NN2C(=O)c2ccccn2)c1 (centres undefined),-10.1%,19.1%,5.1%,4.5%,-1.8%[10 µM],-2.9%,-22.6%[9.22 µM]
CC(OC(=O)c1cc(Cl)ccc1[N+](=O)[O-])C(=O)NC(C)c1ccc(F)cc1 (centres undefined),7.4%,-16.2%,-2.2%,14.1%,5.4%[1.9 µM],-6.1%,4.1%
Oc1ccc2ccccc2c1N=Nc1ccccc1F,-9.5%,45.6%[activator],·,·,3.9%[10 µM],2.5%,3.8%[9.22 µM]

# Next part:
SMILES,GAA glycogen mod,RGS12 GoLoco inh,GAA inh,IMPase Li cell,HTT ATP protect,GAA spleen mod,HTT aggregate
CCOC(=O)c1nnn(CC(=O)Nc2cccc(F)c2)c1C(=O)OCC,-1.1%,-2.2%,-4.3%,5.1%[38.3 µM],-3.3%[10 µM],-0.4%,16.6%
Cc1ccc(NC(=O)O[C@@H]2C(=O)c3cc(Br)ccc3O[C@H]2c2ccc3c(c2)OCO3)cc1Br,·,1.0%,·,9.2%,18.1%,3.8%,·
CCNC(=S)Nc1cc(OCC)c(NC(=O)c2cccs2)cc1OCC,4.1%,-1.7%,-4.2%,-3.3%,-0.7%[1.9 µM],-1.6%,-14.3%
Cc1ccc(C(=O)c2ccccc2C(=O)OCC(=O)NCCc2ccc(Cl)cc2Cl)cc1,-5.8%,4.3%,-5.1%,6.6%,?,1.7%,6.3%
CCN(CC)C(=O)CSc1nsc(SCC(=O)N(CC)CC)c1C#N,5.1%,3.7%,?,12.0%[38.3 µM],28.2%,-0.5%,16.1%
O=C1NC(=O)c2cc([N+](=O)[O-])ccc21,·,7.8%,·,-6.6%,0.1%,-6.9%,·
CCC(=O)c1c(NC)cc(C)oc1=O,6.4%,7.0%,2.8%,0.9%,18.0%,6.9%,-7.9%
CN1CCN(CCCC(=O)c2ccc(F)cc2)CC1,-1.0%,-2.3%,-11.9%,9.6%[38.3 µM],-2.4%[10 µM],-15.5%,2.6%
O=C(CSCCS(=O)(=O)c1ccc(Cl)cc1)Nc1ccccc1,5.2%,-0.2%,·,·,14.1%[10 µM],-3.1%,5.7%[9.22 µM]
Cc1cc(C)c(NC2=CC(=O)CC(C)(C)C2)c(C#N)c1,-7.0%,-4.7%,-1.0%,1.2%[38.3 µM],-24.0%[0.074 µM],6.4%,-2.2%
Cc1n[nH]c(C)c1C(=O)CC1(O)C(=O)N(CCc2ccccc2)c2ccc(Br)cc21 (centres undefined),-2.4%,6.7%,-5.4%,4.5%[38.3 µM],-46.4%[inhibitor][10 µM],-11.7%,13.8%
O=[N+]([O-])c1ccc(CN2CCOCCOCCN(Cc3ccc([N+](=O)[O-])cc3)CCOCC2)cc1,6.0%,-2.2%,-26.1%,16.3%,-13.6%[10 µM],-2.6%,-19.5%
CC1CCN(CCOc2cccc(Br)c2)CC1,-20.1%,-2.8%,1.3%,7.4%,0.2%[10 µM],5.4%,12.7%
Cc1cc(NC(=O)CSc2nncc(=O)n2N)no1,9.0%,-0.8%,-3.4%,-7.7%,17.9%,-2.4%,2.4%
CCN1C(=O)[C@@H]2[C@H](C1=O)[C@@H]1C[C@H]3C(=O)N(CC)C(=O)[C@H]3[C@@H]3C1=C(C(=O)N1C(=O)OC(=NCC4CC4)[C@]31C)[C@@H]2C,4.9%,2.9%,·,·,1.2%[10 µM],3.7%,8.4%[9.22 µM]
O=C1CN(C(=O)COc2ccc(Br)cc2F)c2ccccc2N1,1.9%,·,2.5%,·,10.4%[10 µM],3.9%,8.2%
CCOC(=O)c1c(-c2ccco2)csc1N,-16.7%,41.3%[activator],-8.7%,-16.0%[38.3 µM],5.6%[10 µM],-2.7%,-0.5%
O=C(CN1C(=O)C2C3C=CC(C3)C2C1=O)Nc1ccc(S(=O)(=O)N2CCCCC2)cc1 (centres undefined),6.1%,-11.5%,-6.4%,8.8%,0.9%[10 µM],-4.4%,-1.3%
CC12CCC(C(=O)Nc3ccccc3Cl)([C@H](Br)C1=O)C2(C)C (some centres undefined),3.9%,-4.4%,·,·,3.2%[10 µM],3.4%,-7.8%[9.22 µM]
Cc1c(C)n(CC(O)CNc2ccccc2)c2ccccc12 (centres undefined),-14.8%,11.1%,?,13.8%,29.2%[10 µM],2.0%,9.0%[9.22 µM]
COc1ccc(CCC(=O)N2CCN(C3CCCCC3)CC2)cc1,2.6%,-8.8%,-6.0%,26.9%[38.3 µM],0.5%,-2.2%,-3.0%
O=C(CN(Cc1ccccc1)S(=O)(=O)c1ccc(Br)cc1)N/N=C/c1ccccc1C(=O)O,2.2%,8.4%,·,·,-5.4%[10 µM],-1.4%,6.0%[9.22 µM]
O=C1CC(/C=C/c2ccc(Cl)cc2)=Nc2ccccc2N1,-0.6%,-1.2%,-15.7%,9.4%,-35.6%[inhibitor],2.1%,-13.9%
COc1ccc(/C=N/NC(=O)CNC(=O)c2ccc(S(=O)(=O)N3CCCC3)cc2)c(OC)c1,-0.7%,1.5%,?,0.3%,-2.3%,·,-1.3%

# Source: PubChem (National Center for Advancing Translational Sciences (NCATS))
